# Source: PubChem BioAssay (National Center for Advancing Translational Sciences (NCATS))
# ALOX12 inhib: inhibitors of human 12-lipoxygenase (ALOX12) | purified 12-hLO, xylenol orange hydroperoxide absorbance | 150,000 tested, 0.12% active | Potency, µM (highest dose often 57.1 µM), for inactives: at the highest dose activity change, negative = inhibition, most hits filed as inhibitors | P18054; note: potency is the fitted concentration of half-maximal effect; nearly all actives have a fitted effect of over 55% in size; many of its hits are not listed in these tables
# Target sequence (P18054 whole entry, looked up): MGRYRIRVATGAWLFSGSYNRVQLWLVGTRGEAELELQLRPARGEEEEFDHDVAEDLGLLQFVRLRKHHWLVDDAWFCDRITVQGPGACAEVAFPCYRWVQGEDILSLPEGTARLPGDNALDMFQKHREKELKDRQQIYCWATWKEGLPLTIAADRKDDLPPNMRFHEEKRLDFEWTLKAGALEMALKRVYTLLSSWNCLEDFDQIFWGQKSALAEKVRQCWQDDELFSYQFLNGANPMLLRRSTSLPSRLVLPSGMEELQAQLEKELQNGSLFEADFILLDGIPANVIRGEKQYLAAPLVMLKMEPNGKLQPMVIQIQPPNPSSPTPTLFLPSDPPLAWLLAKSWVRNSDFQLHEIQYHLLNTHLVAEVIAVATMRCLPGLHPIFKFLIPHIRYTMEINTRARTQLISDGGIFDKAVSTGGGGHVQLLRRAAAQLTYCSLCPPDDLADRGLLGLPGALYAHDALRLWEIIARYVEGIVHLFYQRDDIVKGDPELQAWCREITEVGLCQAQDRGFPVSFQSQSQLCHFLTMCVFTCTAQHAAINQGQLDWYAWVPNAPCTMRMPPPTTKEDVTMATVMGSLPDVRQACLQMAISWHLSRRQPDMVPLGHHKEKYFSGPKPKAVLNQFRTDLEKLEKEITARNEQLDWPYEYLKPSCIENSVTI
#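 Hydroperoxide formation by human 12-lipoxygenase from 40 uM arachidonic acid was followed colorimetrically via ferric-xylenol orange complex, using the 573/405 nm absorbance ratio. Enzyme concentration was 150 nM, with 30 min reaction at room temperature.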
# ALOX15B inhib: 15-hLO-2 (ALOX15B) enzyme inhibition; O15296; purified 15hLO-2, xylenol orange hydroperoxide absorbance; Potency, µM (series often up to 57.1 µM), for inactives: top-dose activity change, negative = inhibition, most hits filed as inhibitors; 110,000 tested, 0.56% active; note: potency is the fitted concentration of half-maximal effect; nearly all actives have a fitted effect of over 60% in size; many of its hits are not listed in these tables
#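 Screening format was qHTS against 50 nM purified 15hLO-2 in Hepes pH 7.5 with detergent. Activity follows hydroperoxide formation from 45 uM arachidonic acid, measured as 573:405 nm absorbance ratio of the ferric-xylenol orange complex.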
# IMPase cell inh: IMPase inhibition in cells | P97697 | inhibition (IP1 accumulation), % at 46.1 µM | 120,000 tested, under 10 active | CHO-M1 cells, IP1 accumulation, HTRF TR-FRET ratio | AID 901; active = well fitted curve in the direction sought with a large enough effect in the signal ratio, not every such curve was filed as active; inconclusive = small, poorly fitted or top-dose-only effect, or a change in a side signal; inactive = no such curve, though single readings can be large or run the other way; the % refers to the signal ratio;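 note: cells stimulated with carbachol in lithium chloride buffer; plate controls were DMSO basal wells for no effect and reference inhibitor wells for full effect; higher means more IMPase inhibition seen as more IP1 and lower FRET ratio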
# Target sequence (P97697 whole entry, looked up): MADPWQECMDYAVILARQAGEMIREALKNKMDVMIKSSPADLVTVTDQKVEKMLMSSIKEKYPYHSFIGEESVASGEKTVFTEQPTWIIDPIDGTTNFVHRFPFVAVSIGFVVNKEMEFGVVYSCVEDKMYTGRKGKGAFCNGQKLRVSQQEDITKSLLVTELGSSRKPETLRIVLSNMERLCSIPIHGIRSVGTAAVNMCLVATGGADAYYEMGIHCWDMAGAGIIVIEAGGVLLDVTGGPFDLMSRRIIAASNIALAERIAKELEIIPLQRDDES
#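 The IP-One HTRF competitive assay in carbachol-stimulated CHO-M1 cells quantifies cellular IP1. Compounds spanned up to 46 uM final, and activity is expressed as AC50 from concentration-response fits of the ratio and donor data.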
# PNC assembly inh: perinucleolar compartment assembly inhibition; PC3M PTB-GFP, PNC prevalence imaging, 16 h; stronger effect = lower value; activity change (PNC), negative = inhibition, % at 10 µM; 140,000 tested, 3.1% active;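 active = readout at or below -70, meaning at least 70% loss of cells showing the perinucleolar compartment, a nuclear body marking cancer cells; inconclusive = readout between -30 and a set limit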;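 note: plate controls were DMSO wells for no effect and camptothecin positive control wells for full effect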
#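 Read-out is percentage of cells bearing a perinucleolar compartment, from automated 20x imaging of fixed, Hoechst-stained PC3M PTB-GFP cells. Cells were seeded 4 h, then exposed 16 h to compound (23 nl of library stock) in duplicate plates.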
# Active calls of the source: *; u = inconclusive; x = no result given; & = joins results of further samples; [ ] = dose if it differs, or a comment. Unless noted, calls come from the whole dose curve; as a rule, active = well fitted curve in the direction sought with a large enough effect; inconclusive = small, poorly fitted or top-dose-only effect, or another doubt; inactive = no such curve, though single readings can be large; an effect the other way counts as inactive or inconclusive. Unless noted, % is set by controls: 0 for no effect and ±100 for the full control effect. A portion of the library (hit frequency here may not be typical).
SMILES,ALOX12 inhib,ALOX15B inhib,IMPase cell inh,PNC assembly inh
NCC(O)c1ccc(O)cc1 (centres undefined),-9%&4%&-4%,-3%&-2%,x,u
Cn1c(O)c(C(c2ccncc2)c2c(O)n(C)c(=S)n(C)c2=O)c(=O)n(C)c1=S,-2%,-3%,-4,-20
COC(=O)C(O)(c1ccc(NC(=O)Oc2ccccc2)cc1)C(F)(F)F (centres undefined),2%,x,x,18
ClCC(Cl)Cl,-1%,-11%,x,x
C[C@]12CCC(=O)C=C1CCC1C2CC[C@@]2(C)C1CC[C@@]2(O)CC#N (some centres undefined),2%,2%,2,u
c1ccc2c(c1)CSc1ccccc1C2C1=NCCN1 (centres undefined),-6%,x,x,-12
CN(C)CCCN=Cc1c(O)n(CCc2ccccc2)c(=O)[nH]c1=O,-9%,13%,2,19
N[C@@H](Cc1ccc(N(CCCl)CCCl)cc1)C(=O)O,3%,-2%,x,x
O=C(Nc1ccccc1)N1CCC2(CC1)CCN(C(=O)Oc1ccccc1)CC2,1%,11%,x,x
COC(C)C(O)(C(=O)OC1=CCN2CC[C@H](O)[C@H]12)C(C)C (some centres undefined),0%,-4%,7,x
O=C(c1cc(-c2ccc(Cl)cc2)n(-c2ccc(Cl)cc2Cl)n1)N1CCOCC1,6%,34%[activator],9,-13
COc1cc2occc2c2oc(=O)ccc12,-4%&0%,-7%,x,20
CNC(=O)OCC[N+](C)(C)C,-3%,12%,4,x
CC1(C)CN2C(c3ccc(Cl)cc3)N2C1 (centres undefined),0%,-4%,1,1
O=C(c1ccc2nc(-c3ccco3)c(-c3ccco3)nc2c1)N1CCC2(CC1)OCCO2,-3%,-1%,17,7
C=C(C)[C@H]1Cc2c(ccc3c2O[C@@H]2COc4cc(OC)c(OC)cc4[C@@H]2C3=O)O1,-4%,4%,10,x
CCCC[N+]12CCC(CC1)C(C(=O)c1cccs1)C2 (centres undefined),-2%,-6%,17,u
Cc1ccccc1[N+](=O)[O-],0%,1%,x,x
O=C1NC(=O)C(CCc2ccccn2)(Cc2ccc3c(c2)OCO3)C(=O)N1CCc1ccccc1 (centres undefined),-5%,11%,-2,u
CCC1(c2ccccc2)C(=O)NC(=O)NC1=O,1%[0.00818 µM],-4%[0.0915 µM],x,x
CCN(CC)C(=O)c1ccc(NC(=O)c2cc(-n3cnnc3)ccc2Cl)cc1,11%,1%,-1,14
CC(C)CCCC1(C)C=Cc2c(O)c3c(c(CCC(C)C)c2O1)OC12C(CC4CC1C(C)(C)OC2(CCC(C)C(=O)O)C4O)C3=O (centres undefined),-3%,0%,x,x
CCCCOP(=O)(OCCCC)/C(C#N)=C(/C)O,-6%,-9%,4,43
CCC[CH2][Sn]([Cl])([Cl])[Cl],3%,34%[activator],x,x
CC(=O)NC1CC2CCCC(C1)N2 (centres undefined),4%,1%,10,-3
COc1cc2c(cc1O)C(CCc1ccc(Cl)cc1)N(C)CC2 (centres undefined),-6%,41%[activator],x,x
Cc1ccc(S(=O)(=O)N2CC3CC(C2)c2cccc(=O)n2C3)cc1 (centres undefined),-3%,-6%,4,-11
Cc1[nH]c2ccccc2c1CCCNC1CCCCC1,4%,x,x,22
N/C(=N\N=C\c1ccc(O)cc1O)N[N+](=O)[O-],-5%,3%,8,-23
C/C(=C\C=C/[C@@H](C)C(=O)O)[C@H]1CN[C@H](C(=O)O)[C@@H]1CC(=O)O,4%,13%,4,x
CCCBr,-1%,-3%,x,x
CC(C)(C)[C@]1(O)C[C@@H]2OC(=O)CC23C(=O)O[C@@H]2OC(=O)[C@H](O)C231 (some centres undefined),-2%[0.00818 µM],-13%[0.0915 µM],x,x
CCN(CC)c1ccc(/C=C2/C(=O)NC(=O)N(Cc3ccco3)C2=O)cc1,-1%,x,-2,-5
Cc1[nH]c2ccc(Cl)cc2c1C1=CCNCC1,0%[0.00818 µM],44%[activator][0.0915 µM],x,x
C=CCN1C(=O)C2(C(C(=O)OCC)=C(N)Oc3ccccc32)C2=C1CCCC2=O (centres undefined),3%,-3%,9,u
Cc1ccc(N2C(=O)NC(=O)C(CCc3ccccn3)(Cc3cccc(Cl)c3Cl)C2=O)cc1 (centres undefined),4%,x,-9,17
CCOC(=O)c1c(NS(=O)(=O)c2ccccc2)n(CCCOC)c2nc3ccccc3nc12,-2%,x,x,61
O=C(CNC(=O)c1cccc(Cl)c1)Nc1ccc(Br)cc1C(=O)c1ccccc1,-5%,x,x,13
Cc1cc(Cl)ccc1OCC(=O)N1CCN(C)CC1,-2%,-1%,-2,-26
O=C(NC1(C(F)(F)F)Oc2ccccc2O1)N1CCC2(CC1)OCCO2,-9%,x,-4,-119*
O=C1NC(=S)N(c2ccccc2F)C(=O)/C1=C\c1cccs1,-21%,x,x,18
CCCCn1c(O)c(C(CC)=Nc2ccc(OC)cc2OC)c(=O)[nH]c1=O,-14%,-22%,10,41
COC(=O)C(O)(c1c(C)[nH]n(-c2ccccc2)c1=O)C(F)(F)F (centres undefined),-12%,-22%,-3,-12
CC(C)(C)NC[C@H](O)c1cc(Cl)c(N)c(Cl)c1,2%[25.6 µM],4%[25.6 µM],-4[20.6 µM],x
BrC1C(Br)C(Br)C(Br)C(Br)C1Br (centres undefined),5%,36%[activator],x,x
CC1CC(O)[C@]2(O)[C@]13CC(=O)OC[C@@]2(C)[C@@](C)(O)C(=O)C3 (some centres undefined),-3%,-2%,x,x
Oc1ccc2c3c1O[C@H]1c4oc5ccccc5c4C[C@]4(O)[C@H](C2)N(CC2CC2)CC[C@@]314,1%&2%,16%&18%,5&4,x
O=C(c1ccco1)N1CCC2(CC1)CN(Cc1ccncc1)C2,-1%,0%,x,x
COC(=O)c1cc(C(O)(C(=O)OC)C(F)(F)F)c(/N=C/N(C)C)s1 (centres undefined),-8%,-6%,5,24
Fc1ccc(Cn2nnnc2C(c2ccc(Cl)cc2)N2CC=C(c3ccc(F)cc3)CC2)cc1 (centres undefined),-8%,x,x,8
C#CCOS(=O)OC1CCCCC1Oc1ccc(C(C)(C)C)cc1 (centres undefined),-3%,-9%,x,x
N#CCCCCC#N,-3%,-5%,x,x
C[C@H]1CN(C2CCC(C#N)(c3ccc(F)cc3)CC2)CC[C@@]1(C(=O)O)c1ccccc1 (some centres undefined),-2%[25.6 µM],13%[25.6 µM],-3[20.6 µM],x
O=c1c2ccccc2nc(CSc2ncnc3nc[nH]c23)n1-c1ccc(Cl)c(Cl)c1,2%,-9%,-3,u
N[C@@H](Cc1c[nH]c2ccccc12)c1nnc(SCc2ccc(Cl)cc2)o1,u,9%,10,6
CCCCn1c(O)c(C(C)=Nc2ccc(OCC)cc2)c(=O)[nH]c1=O,-17%,-18%,4,21
CN(C=O)CP(=O)(O)CN(C)C=O,5%,-23%,5,60
CCCCNC(=O)c1c(N)n(Cc2ccc3c(c2)OCO3)c2nc3ccccc3nc12,-11%,4%,3,u
CC(C)(C)OC(=O)c1c(N)n(Cc2ccco2)c2nc3ccccc3nc12,-9%,8%,-4,-19
O=C1C[C@@H]2OCC=C3CN4CC[C@]56c7ccccc7N1[C@@H]5[C@@H]2[C@H]3C[C@H]46 (tested in a mixture with another compound),-2%[11.4 µM],0%[11.4 µM],x,x

# Individual results from the results shown.
# For PNC assembly inh, CCCCn1c(O)c(C(C)=Nc2ccc(OCC)cc2)c(=O)[nH]c1=O is entered as 21
# For ALOX12 inhib, C#CCOS(=O)OC1CCCCC1Oc1ccc(C(C)(C)C)cc1 (centres undefined) is entered as -3%
# For PNC assembly inh, CN(C=O)CP(=O)(O)CN(C)C=O is entered as 60

# Filtered by structure: the compounds so far with an aryl thioether with sulfur outside any ring
SMILES,ALOX12 inhib,ALOX15B inhib,IMPase cell inh,PNC assembly inh
O=c1c2ccccc2nc(CSc2ncnc3nc[nH]c23)n1-c1ccc(Cl)c(Cl)c1,2%,-9%,-3,u
N[C@@H](Cc1c[nH]c2ccccc12)c1nnc(SCc2ccc(Cl)cc2)o1,u,9%,10,6

# The list goes on:
SMILES,ALOX12 inhib,ALOX15B inhib,IMPase cell inh,PNC assembly inh
COc1ccc(C(Nc2ccccc2)P(=O)(Oc2ccccc2)Oc2ccccc2)cc1 (centres undefined),-2%,x,16,-12
O=C(Oc1ccccc1)N1CCC2(CCN(Cc3nccs3)CC2)CC1,3%,4%,x,x
CCOP(=S)(OCC)SCC(=O)NC(C(=O)O)C(C)C (centres undefined),-8%,-3%,2,30
O=C(O)CCl,-2%,1%,x,x
COc1ccc2c(c1OC)C(=O)O[C@H]2[C@H]1c2cc3c(cc2CCN1C)OCO3,0%[25.6 µM],4%[25.6 µM],-7[20.6 µM],x
CCCN(CCC)[C@@H]1CCc2ccc(O)cc2C1,-3%&-3%&7%,16%&6%&3%,16&23&16,x
CCOc1ccc(NC(=O)c2ccc(NC(=O)COC(=O)Cc3ccccc3)cc2)cc1,1%,x,x,u
COCCNC(=O)c1c(N)n(CCC(C)C)c2nc3ccccc3nc12,-8%,-6%,2,u
O=C(C(Cc1ccccc1)NS(=O)(=O)c1ccc(F)cc1)N1CCC2(CC1)OCCO2 (centres undefined),1%,7%,3,4
CC(=NCc1cccnc1)c1c(O)n(-c2ccccc2)c(=O)[nH]c1=O,2%,-3%,-2,6
Nc1c(C(=O)NCc2ccco2)c2nc3ccccc3nc2n1Cc1ccccc1,-8%,x,x,-1
CCC(=NCC1CCCO1)c1c(O)[nH]c(=O)[nH]c1=O (centres undefined),-2%,-12%,1,12

# Filtered by structure: the entries above with a thiophene ring, fused or not (three)
SMILES,ALOX12 inhib,ALOX15B inhib,IMPase cell inh,PNC assembly inh
CCCC[N+]12CCC(CC1)C(C(=O)c1cccs1)C2 (centres undefined),-2%,-6%,17,u
O=C1NC(=S)N(c2ccccc2F)C(=O)/C1=C\c1cccs1,-21%,x,x,18
COC(=O)c1cc(C(O)(C(=O)OC)C(F)(F)F)c(/N=C/N(C)C)s1 (centres undefined),-8%,-6%,5,24

# (more compounds)
SMILES,ALOX12 inhib,ALOX15B inhib,IMPase cell inh,PNC assembly inh
C[N+]1(CC(COCc2ccccc2)OC(=O)Cc2ccccc2)CCOCC1 (centres undefined),3%,x,x,33
C=C1C2C[C@H](O)C(C)(C)[C@@]2(O)[C@H](O)C[C@]23C[C@@](C)(O)[C@H](CC[C@H]12)[C@H]3OC(C)=O (some centres undefined),4%,x,x,23
Oc1ccc2c3c1OC1C(O)CC[C@]4(O)C(C2)N(CC2CCC2)CC[C@]314 (some centres undefined),7%,-6%,x,x
Cc1ccc(-n2c(O)c(/C=N/NC(=O)c3ccncc3)c(=O)[nH]c2=O)cc1C,3%,x,x,u
O=C/C=C/c1ccccc1,0%[0.00818 µM],-14%[0.0915 µM],x,x
Fc1ccc(C(OCCN2CCN(C/C=C\c3ccccc3)CC2)c2ccc(F)cc2)cc1,-11%,25%,16,x
N#Cc1ccc(Cn2cc(C(=O)c3ccco3)c3ccccc32)cc1,-17%,-13%,8,-24
S=c1[nH]c2ccccc2[nH]1,0%,-9%,x,x
Cc1[nH]c2ccc(O)cc2c1CCN,-4%&-2%,0%&-6%,6&3,x

# 7 compounds out of the list, arranged by formula weight, ascending:
SMILES,ALOX12 inhib,ALOX15B inhib,IMPase cell inh,PNC assembly inh
NCC(O)c1ccc(O)cc1 (centres undefined),-9%&4%&-4%,-3%&-2%,x,u
CCC[CH2][Sn]([Cl])([Cl])[Cl],3%,34%[activator],x,x
COc1cc2c(cc1O)C(CCc1ccc(Cl)cc1)N(C)CC2 (centres undefined),-6%,41%[activator],x,x
Cc1ccc(S(=O)(=O)N2CC3CC(C2)c2cccc(=O)n2C3)cc1 (centres undefined),-3%,-6%,4,-11
CCCCn1c(O)c(C(C)=Nc2ccc(OCC)cc2)c(=O)[nH]c1=O,-17%,-18%,4,21
Oc1ccc2c3c1OC1C(O)CC[C@]4(O)C(C2)N(CC2CCC2)CC[C@]314 (some centres undefined),7%,-6%,x,x
Nc1c(C(=O)NCc2ccco2)c2nc3ccccc3nc2n1Cc1ccccc1,-8%,x,x,-1
